PfHsp40 rescue – restores yeast growth despite PfHsp40 toxicity; S. cerevisiae expressing PfHsp40, growth rescue, ATP luminescence; growth rescue, % at 12.5 µM; 340,000 compounds, 0.68% hits; AID 504582; in the data active means growth rescue above about 28%, passing the limit was not always enough;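 further: yeast W303a lacking pdr1 and pdr3 grown in galactose medium; growth measured after three days at 30 °C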
SSB-PriA inh – K. pneumoniae PriA-SSBct interaction inhibition; AlphaScreen SSBct-PriA binding, biotinylated peptide; inhibition, % at 33 µM; 430,000 compounds, 0.6% hits; in the data active means inhibition mostly above about 37%, no sharp cut-off; inactive means mostly below about 20%;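 further: plate controls were negative control peptide for no effect and reference peptide for full effect; strong numbers were not always called active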
3CLpro inhibitor – SARS-CoV 3CLpro protease inhibition. recombinant SARS-CoV 3CLpro, quenched FRET peptide cleavage. inhibition, % at 6 µM. 290,000 compounds, 0.14% hits; in the data active means inhibition above about 12%
Y pestis TopoI – blocks Yersinia pestis topoisomerase I activity | Y. pestis Topo-I cleavage product accumulation, plate reader | activity, % at 10 µM | 360,000 compounds, 0.064% hits | AID 504884; in the data active means activity above about 50%, passing the limit was not always enough; further: inactives centre near 2
Anthrax LF prot – inhibitors of Bacillus anthracis lethal factor protease. P15917. multiplex microsphere protease cleavage assay, LF. inhibition, % at 10 µM. 360,000 compounds, 0.12% hits; further: plate controls were buffer without enzyme for full effect and enzyme alone for no effect
Target sequence (P15917 whole entry, looked up): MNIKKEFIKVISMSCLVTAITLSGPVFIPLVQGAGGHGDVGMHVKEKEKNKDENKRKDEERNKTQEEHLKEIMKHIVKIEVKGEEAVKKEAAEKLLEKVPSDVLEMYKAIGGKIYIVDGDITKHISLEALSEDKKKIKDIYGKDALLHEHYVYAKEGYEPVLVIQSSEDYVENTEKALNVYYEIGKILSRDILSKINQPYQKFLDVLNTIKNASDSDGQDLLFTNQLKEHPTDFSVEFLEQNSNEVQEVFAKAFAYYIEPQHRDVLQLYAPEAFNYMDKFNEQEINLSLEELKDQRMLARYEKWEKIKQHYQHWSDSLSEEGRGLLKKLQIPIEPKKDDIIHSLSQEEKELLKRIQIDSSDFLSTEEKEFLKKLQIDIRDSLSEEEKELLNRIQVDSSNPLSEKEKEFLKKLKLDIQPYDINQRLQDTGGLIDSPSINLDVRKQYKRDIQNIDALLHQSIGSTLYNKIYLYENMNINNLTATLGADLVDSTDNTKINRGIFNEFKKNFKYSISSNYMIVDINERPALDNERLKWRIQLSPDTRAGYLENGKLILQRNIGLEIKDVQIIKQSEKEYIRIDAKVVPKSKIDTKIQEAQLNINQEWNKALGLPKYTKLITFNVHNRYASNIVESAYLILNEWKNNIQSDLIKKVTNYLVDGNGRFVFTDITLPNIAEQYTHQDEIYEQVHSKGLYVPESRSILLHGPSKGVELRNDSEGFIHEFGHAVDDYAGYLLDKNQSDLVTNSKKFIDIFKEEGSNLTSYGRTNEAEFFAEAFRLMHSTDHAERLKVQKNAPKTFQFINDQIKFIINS
PrPC surface inh – inhibitors of human cell surface prion protein PrPC; inhibition, % at 13.8 µM; 370,000 compounds, 0.43% hits; TR-FRET read-out; P04156; in the data active means inhibition above about 24%; further: 0% = median of the test wells and 100% = reference compound wells
TcdB GH inh – TcdB glycohydrolase inhibition; P18177; TcdB glycohydrolase enzymatic assay, plate reader; inhibition, % at 9.99 µM; 350,000 compounds, 0.24% hits; AID 652162; in the data active means inhibition above about 10%
BoNT-A LC inh2 – BoNT A light chain protease inhibition; multiplex microsphere protease substrate cleavage, flow cytometry; inhibition, % at 10 µM; 360,000 compounds, 0.17% hits; AID 588499; further: plate controls were buffer without enzyme for full effect and enzyme alone for no effect
BH1578 lux ind – inducers of Vibrio cholerae quorum light production without autoinducers; V. cholerae BH1578 lux reporter, luminescence, 6 h; activation, % at 18.7 µM; 350,000 compounds, 0.16% hits; AID 588436; in the data active means activation mostly above about 9.7%, no sharp cut-off; further: not every result past the cut was called active; inactives centre near 0; reference of the scale not given here
* = called active by the depositor; & = joins results of further samples. Unless noted, no stated cut-off is given here; in the data, active means inhibition above about 30%; inconclusive means no clear call, values can overlap the other calls; inactive means below that.

What do the screens show for `O=C(COc1coc(CN2CCCc3ccccc32)cc1=O)Nc1cccc([N+](=O)[O-])c1`?
PfHsp40 rescue: -1.6; SSB-PriA inh: 0.9&-2.0; Y pestis TopoI: 1.3; Anthrax LF prot: -1.2; PrPC surface inh: -14.9; TcdB GH inh: 1.3; BoNT-A LC inh2: -4.6; BH1578 lux ind: 3.5

How did NS(=O)(=O)c1ccc(CCNC(=O)c2cnc(Cl)c(Cl)c2)cc1 do in these assays?
PfHsp40 rescue: 1.0; SSB-PriA inh: -6.9; 3CLpro inhibitor: -3.1; Y pestis TopoI: -9.2; Anthrax LF prot: 1.0; PrPC surface inh: 6.0; TcdB GH inh: 1.2; BoNT-A LC inh2: 0.4; BH1578 lux ind: -0.3

Results for Cc1ccc(CNC(=O)C2CCN(c3nc(C)cc(C)n3)CC2)cc1 ?
PfHsp40 rescue: -1.3; SSB-PriA inh: -9.9; Y pestis TopoI: 0.2; Anthrax LF prot: -2.1; PrPC surface inh: 6.6; TcdB GH inh: -1.5; BoNT-A LC inh2: -0.9; BH1578 lux ind: -0.4

How did O=C(NCCNC(=O)c1cnccn1)c1cccc(Cl)c1 do in these assays?
PfHsp40 rescue: -0.8; SSB-PriA inh: -12.3; 3CLpro inhibitor: 1.9; Y pestis TopoI: 0.4; Anthrax LF prot: -12.8; PrPC surface inh: 2.8; TcdB GH inh: 1.5; BoNT-A LC inh2: 0.9; BH1578 lux ind: -0.4

Results for Cc1ccc(N2C(=O)c3ccc(C(=O)N4CCN(c5ccccc5F)CC4)cc3C2=O)cc1 ?
PfHsp40 rescue: 0.1; SSB-PriA inh: 3.2&2.0; 3CLpro inhibitor: 0.5; Y pestis TopoI: 16.1; Anthrax LF prot: -10.4; PrPC surface inh: -1.0; TcdB GH inh: -0.6; BoNT-A LC inh2: -1.6; BH1578 lux ind: -0.9

Results for O=C1NC[C@@H](CCCCN2C[C@H](Cc3ccc(O)cc3)N(CC3CCCCC3)C(=O)C2=O)N(CC2CCCCC2)C1=O ?
Anthrax LF prot: -0.7; PrPC surface inh: 4.6; TcdB GH inh: -1.3; BoNT-A LC inh2: 0.6

Results for Cc1ccc(-c2nnn(CC(=O)N(c3ccccc3)C(C(=O)NC3CCCC3)c3ccncc3)n2)o1 (stereo not given) ?
PfHsp40 rescue: -0.5; SSB-PriA inh: -9.5; 3CLpro inhibitor: 1.8; Y pestis TopoI: -4.5; Anthrax LF prot: -5.7; PrPC surface inh: -10.3; TcdB GH inh: 1.3; BoNT-A LC inh2: -3.6; BH1578 lux ind: -1.3

How did Cc1cccc(NC(=O)COn2nnc3ccc(S(C)(=O)=O)cc32)c1 do in these assays?
PfHsp40 rescue: -0.5; SSB-PriA inh: -19.9; 3CLpro inhibitor: -0.6; Y pestis TopoI: -2.6; Anthrax LF prot: -3.1; PrPC surface inh: -0.6; TcdB GH inh: 1.7; BoNT-A LC inh2: -0.9; BH1578 lux ind: inactive

How did COc1ccc(N(C(=O)C2CCCCC2)S(=O)(=O)c2cccc3cccnc23)cc1 do in these assays?
PfHsp40 rescue: 0.7; SSB-PriA inh: 1.0; 3CLpro inhibitor: 4.0; Y pestis TopoI: 23.2; Anthrax LF prot: -3.1; PrPC surface inh: 11.6; TcdB GH inh: -1.2; BoNT-A LC inh2: 1.6; BH1578 lux ind: 0.8

Results for CC1(C)CC(=O)C=C(c2ccc(-c3ccc(OC(F)(F)F)cc3)cc2)C1=O ?
Y pestis TopoI: 30.5; Anthrax LF prot: -5.8; PrPC surface inh: 4.1; TcdB GH inh: 0.7; BoNT-A LC inh2: 2.4; BH1578 lux ind: -0.4

What do the screens show for `C#Cc1cccc(Nc2nc(NCc3ccccc3OC)nc3ccsc23)c1`?
Y pestis TopoI: -15.2; Anthrax LF prot: -2.9; PrPC surface inh: 17.2; TcdB GH inh: 0.4; BoNT-A LC inh2: -0.2; BH1578 lux ind: 0.8

What do the screens show for `Cc1ccccc1NC(=O)COC(=O)c1c(-c2ccccc2)noc1C`?
PfHsp40 rescue: 0.6; SSB-PriA inh: -1.8; Y pestis TopoI: 7.6; Anthrax LF prot: 1.0; PrPC surface inh: -1.2; TcdB GH inh: 0.3; BoNT-A LC inh2: -0.1; BH1578 lux ind: -0.3

What do the screens show for `CN1C(=O)CC(C(=O)O)SC1=Nc1cc(Cl)cc(Cl)c1` (stereo not given)?
PfHsp40 rescue: -0.5; SSB-PriA inh: -8.6; 3CLpro inhibitor: -1.7; Y pestis TopoI: 2.8; Anthrax LF prot: -6.3; PrPC surface inh: -2.1; BoNT-A LC inh2: -2.8; BH1578 lux ind: -0.1

What do the screens show for `FC(F)(F)c1ccc(-c2cccc3c2C2CC3CCN2Cc2ccccc2)cc1` (stereo not given)?
PfHsp40 rescue: 0.9; SSB-PriA inh: -4.1; Y pestis TopoI: 1.2; Anthrax LF prot: -4.4; PrPC surface inh: 0.2; TcdB GH inh: 0.8; BoNT-A LC inh2: -1.1; BH1578 lux ind: inactive

What do the screens show for `CC(=O)Nc1ccc(S(=O)(=O)Nc2nccc(C)n2)cc1`?
PfHsp40 rescue: -0.4; SSB-PriA inh: -4.3; 3CLpro inhibitor: 0.3; Y pestis TopoI: 9.9; Anthrax LF prot: 2.3; PrPC surface inh: -2.7; TcdB GH inh: 0.8; BoNT-A LC inh2: -1.4; BH1578 lux ind: -0.8

Results for COc1ccc(C(=O)Nc2ccc(C(=O)NCC3CCCO3)cc2)c(OC)c1OC (stereo not given) ?
PfHsp40 rescue: -0.7; SSB-PriA inh: -14.2; 3CLpro inhibitor: 4.2; Y pestis TopoI: 8.4; Anthrax LF prot: 9.1; PrPC surface inh: 6.0; TcdB GH inh: -8.1; BoNT-A LC inh2: -2.7; BH1578 lux ind: -1.5

Results for C[C@@H]1CN([C@@H](C)CO)C(=O)CCCn2nncc2CO[C@H]1CN(C)S(=O)(=O)c1cn(C)cn1 ?
Y pestis TopoI: 4.5; Anthrax LF prot: -3.9; PrPC surface inh: -6.5; TcdB GH inh: -1.1&0.5; BoNT-A LC inh2: 0.0; BH1578 lux ind: -1.0

How did CN1C(=O)C(=Cc2ccc(N3CCCCCC3)cc2)C(=O)N(C)C1=O do in these assays?
PfHsp40 rescue: -1.0; SSB-PriA inh: -8.2; 3CLpro inhibitor: 1.5; Y pestis TopoI: -5.6; Anthrax LF prot: -15.2; PrPC surface inh: 5.0; TcdB GH inh: -1.3; BoNT-A LC inh2: 1.1; BH1578 lux ind: -1.3

What do the screens show for `Cc1onc2c(=O)n(-c3ccccc3)nc(-c3ccccc3)c12`?
PfHsp40 rescue: -0.9; SSB-PriA inh: -9.7; 3CLpro inhibitor: -1.0; Y pestis TopoI: 0.4; Anthrax LF prot: -10.2; PrPC surface inh: -6.9; TcdB GH inh: 1.2; BoNT-A LC inh2: -0.7; BH1578 lux ind: 7.1

What do the screens show for `COCCN(Cc1nc2ccccc2c(=O)[nH]1)C(=O)COc1cccc(C(C)=O)c1`?
PfHsp40 rescue: 1.4; SSB-PriA inh: -8.8; Y pestis TopoI: -0.5; PrPC surface inh: -4.3; TcdB GH inh: 0.6; BH1578 lux ind: 2.8

Results for Cc1cccc(C(=O)N[C@H](C(=O)Nc2nc3ccc(S(C)(=O)=O)cc3s2)C(C)C)c1 ?
PfHsp40 rescue: 0.1; SSB-PriA inh: 3.0; 3CLpro inhibitor: -1.7; Y pestis TopoI: 5.5; Anthrax LF prot: -1.6; PrPC surface inh: -2.6; TcdB GH inh: -0.8; BoNT-A LC inh2: -0.1; BH1578 lux ind: inactive

What do the screens show for `C#CC[N+](C)(C)C(C#Cc1ccccc1)CC=C` (stereo not given)?
PfHsp40 rescue: 0.3; SSB-PriA inh: -3.6; 3CLpro inhibitor: 1.5; Y pestis TopoI: -5.9; Anthrax LF prot: 5.2; PrPC surface inh: 6.7; BoNT-A LC inh2: 2.6; BH1578 lux ind: 4.2

How did O=[N+]([O-])c1ccccc1OCc1nc(-c2cccs2)no1 do in these assays?
PfHsp40 rescue: 0.5; SSB-PriA inh: 1.7; 3CLpro inhibitor: 0.1; Y pestis TopoI: 0.4; Anthrax LF prot: 2.6; PrPC surface inh: -11.3; TcdB GH inh: 0.7; BoNT-A LC inh2: -0.3; BH1578 lux ind: 1.4

Results for COC(=O)c1cccc(NC(=O)c2cccc(N3C(=O)CCC3=O)c2)c1 ?
PfHsp40 rescue: -1.4; SSB-PriA inh: -8.0; Y pestis TopoI: 5.1; Anthrax LF prot: -7.1; PrPC surface inh: -1.7; TcdB GH inh: 0.7; BoNT-A LC inh2: -0.1; BH1578 lux ind: -0.4

Results for OCC1(Cc2ccccc2)CCN(Cc2ccc(C(F)(F)F)cc2)CC1 ?
PfHsp40 rescue: 0.8; SSB-PriA inh: -7.3; 3CLpro inhibitor: 0.1; Y pestis TopoI: 10.8; Anthrax LF prot: -4.5; PrPC surface inh: -6.8; TcdB GH inh: 0.8; BoNT-A LC inh2: 0.5; BH1578 lux ind: 0.2

What do the screens show for `Cc1ccc(-c2csc(NC(=O)Cn3cnc4c3c(=O)n(C)c(=O)n4C)n2)cc1C`?
PfHsp40 rescue: 0.4; SSB-PriA inh: -14.9; 3CLpro inhibitor: -2.6; Y pestis TopoI: 3.1; Anthrax LF prot: -1.7; PrPC surface inh: 3.1; BoNT-A LC inh2: 0.5; BH1578 lux ind: 3.4

What do the screens show for `CN(C(=O)CSc1nc(O)cc(=O)n1-c1ccccc1F)c1ccccc1`?
PfHsp40 rescue: 0.5; SSB-PriA inh: -7.8; 3CLpro inhibitor: -4.6; Y pestis TopoI: 7.2; Anthrax LF prot: -0.5; PrPC surface inh: 0.5; TcdB GH inh: 0.6; BoNT-A LC inh2: 0.6; BH1578 lux ind: inactive

Results for CCS(=O)(=O)Nc1ccc(-c2nnc(SCC(=O)OC)o2)cc1 ?
PfHsp40 rescue: 1.2; SSB-PriA inh: -0.7; 3CLpro inhibitor: 1.7; Y pestis TopoI: -13.5; Anthrax LF prot: 0.4; PrPC surface inh: 2.7; BoNT-A LC inh2: 0.4; BH1578 lux ind: -0.2

Results for CN(C)c1ccc(NC(=O)Cn2cc3c(n2)CCCC3)cc1 ?
PfHsp40 rescue: -0.9; SSB-PriA inh: 46.2; 3CLpro inhibitor: -1.4; Y pestis TopoI: -14.9; Anthrax LF prot: -48.0; PrPC surface inh: 6.8; TcdB GH inh: -14.7; BoNT-A LC inh2: -0.1; BH1578 lux ind: -0.4

What do the screens show for `Cc1ccc(/C=C2\SC(N3CCN(C(c4ccccc4)c4ccccc4)CC3)=NC2=O)o1`?
PfHsp40 rescue: -1.2; SSB-PriA inh: 4.3; 3CLpro inhibitor: 4.0; Y pestis TopoI: -2.1; Anthrax LF prot: -0.7; PrPC surface inh: -4.1; BoNT-A LC inh2: 2.8; BH1578 lux ind: inactive

Results for Cc1ccc(SCC2(O)CCN(S(=O)(=O)c3ccc(Cl)cc3)CC2)cc1 ?
PfHsp40 rescue: 24.7; SSB-PriA inh: -9.2; 3CLpro inhibitor: 2.1; Y pestis TopoI: 2.7; Anthrax LF prot: -6.1; PrPC surface inh: 14.2; BoNT-A LC inh2: -1.1; BH1578 lux ind: -2.2

How did Cn1cnnc1SCC(=O)Nc1cccc(S(=O)(=O)N2CCOCC2)c1 do in these assays?
PfHsp40 rescue: 0.8; SSB-PriA inh: 1.0; 3CLpro inhibitor: -3.3; Y pestis TopoI: -1.5; Anthrax LF prot: -3.0; PrPC surface inh: 2.1; TcdB GH inh: 0.3; BoNT-A LC inh2: 0.0; BH1578 lux ind: -0.2

How did CCN(CC)CCNC(=O)c1ccc2c(c1)ncn2C1CCCCC1 do in these assays?
PfHsp40 rescue: 1.1; SSB-PriA inh: 2.1; 3CLpro inhibitor: -0.5; Y pestis TopoI: 3.9; Anthrax LF prot: -0.8; PrPC surface inh: 1.0; BoNT-A LC inh2: 0.0; BH1578 lux ind: 2.1

These rows are one share of the data; rates above refer to the full screens.
